GLP1R ag: activates the human GLP-1 receptor; 380,000 tested, 0.007% active; HEK293 GLP-1R CRE-luciferase, luminescence, 4-6 h; cells express a hypersensitive GLP-1R form; Potency, µM (doses to about 45.6 µM), for inactives: at the highest dose activation, usual class: activators; further: potency means the concentration at half of the fitted maximal effect; % of control where 0% means no effect
Target sequence (P43220 whole entry, looked up): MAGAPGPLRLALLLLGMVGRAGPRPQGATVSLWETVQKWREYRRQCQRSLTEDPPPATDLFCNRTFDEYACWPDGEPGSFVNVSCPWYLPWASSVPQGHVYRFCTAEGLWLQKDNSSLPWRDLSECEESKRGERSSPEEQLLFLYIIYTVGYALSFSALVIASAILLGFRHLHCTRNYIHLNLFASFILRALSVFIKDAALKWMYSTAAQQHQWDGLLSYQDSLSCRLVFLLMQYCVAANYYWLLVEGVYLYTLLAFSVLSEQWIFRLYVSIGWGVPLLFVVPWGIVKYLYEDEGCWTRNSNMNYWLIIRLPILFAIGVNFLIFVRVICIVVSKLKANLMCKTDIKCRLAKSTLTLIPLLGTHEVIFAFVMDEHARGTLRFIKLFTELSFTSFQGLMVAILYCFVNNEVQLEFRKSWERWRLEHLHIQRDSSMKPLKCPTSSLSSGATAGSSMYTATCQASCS
PTHR1 agonist: activates the human parathyroid hormone receptor PTHR1; Q03431; HEK293 GP2 PTHR1 cells, GloSensor cAMP luminescence, 1 h; Potency, µM (highest dose often 115 µM), for inactives: at the highest dose activation, actives largely listed as activators; 410,000 tested, 0.075% active; further: potency means the concentration at half of the fitted maximal effect; nearly all actives have a fitted effect of over 55% in size; some results filed as inactive show a strong effect at the top dose; inactives centre near -15; many of its hits are not listed in these tables
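HEK-293-derived GP2 cells expressing PTHR1 and a GloSensor cAMP reporter, 3,000/well, plated overnight, given luciferin plus IBMX (each 0.5 mM as added) for 1 h at 37 °C, then compound for 1 h at 37 °C. Luminescence was read after 15 min at room temperature.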
D3 ag: D3 dopamine receptor (human) agonism; D3R DiscoveRx beta-arrestin cells, luminescence, 90 min; P35462; max activation, %; 410,000 tested, 0.58% active; AID 652048; in the data active means max activation above about 30%; further: 0% is about no effect; mostly tested at two doses, the higher about 12 µM
Target sequence (P35462 whole entry, looked up): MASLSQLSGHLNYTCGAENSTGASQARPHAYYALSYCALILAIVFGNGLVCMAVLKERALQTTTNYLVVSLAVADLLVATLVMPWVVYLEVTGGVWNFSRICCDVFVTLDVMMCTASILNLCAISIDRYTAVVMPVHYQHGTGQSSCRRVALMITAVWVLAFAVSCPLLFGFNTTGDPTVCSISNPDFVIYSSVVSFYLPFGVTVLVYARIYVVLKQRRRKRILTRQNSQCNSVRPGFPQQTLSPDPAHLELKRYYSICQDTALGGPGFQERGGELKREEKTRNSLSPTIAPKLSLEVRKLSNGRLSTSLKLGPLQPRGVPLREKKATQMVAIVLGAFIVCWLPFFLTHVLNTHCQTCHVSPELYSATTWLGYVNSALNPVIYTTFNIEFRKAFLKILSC
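Agonist mode: compounds and dopamine controls were applied to plated cells for 90 min at 37 degrees C after an overnight attachment at 1500 cells/well. Luminescent read-out followed 30 - 60 minutes at room temperature with DiscoveRx detection reagent.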
GLP1R inv ag: inverse agonists of human GLP-1 receptor | P43220 | HEK293 GLP-1R CRE-luciferase, luminescence, 24 h; GLP-1R form is constitutively active | Potency, µM (top dose mostly 38.3 µM), for inactives: at the top dose activity change, negative = inhibition, usual class: inhibitors | 410,000 tested, 1.6% active | AID 624417; further: potency means the concentration at half of the fitted maximal effect; on the % scale 0 is the no-effect control and ±100 the full control effect; nearly all actives have a fitted effect of over 55% in size
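Stable HEK293 clone (constitutively active GLP-1R + cAMP-response luciferase); 200 cells/uL plated, 12 h pre-culture, compound 24 hr, 37 deg C/5% CO2; detection reagent 12 min RT; luminescence.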
TDP43 rescue: rescues yeast growth from TDP-43 toxicity; AID 652104; TDP-43 expressing yeast growth rescue, BacTiter-Glo, 24 h; 410,000 tested, 1.8% active; Potency, µM (highest dose often 46.1 µM), inactives show at the highest dose growth rescue (activation), usual class: activators; further: potency means the concentration at half of the fitted maximal effect; % of control where 0% means no effect; nearly all actives have a fitted effect of over 50% in size
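Readout is BacTiter-Glo luminescence of cell growth, so inhibitors register as activators. TDP-43-expressing yeast at OD600=0.02 in galactose medium, after raffinose pregrowth to mid-log, were incubated with compound for 24 hr at 30 deg C.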
GLP1R cytotox: cytotoxic in the GLP-1 receptor inverse agonist counter-screen; 410,000 tested, 0.13% active; HEK293 cAMP-luciferase reporter cells, luminescence, 24 h; Potency, µM (highest dose often 38.3 µM), for the others: top-dose activity change, negative = inhibition, most hits filed as inhibitors;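 further: loss of luciferase light is scored as toxicity; potency means the concentration at half of the fitted maximal effect; on the % scale 0 is the no-effect control and ±100 the full control effect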
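1536-well qHTS counterscreen of the MLSMR; 200 cells/uL, 12 h pre-incubation, 23 nL cpd, 24 h at 37 deg C 5% CO2, luciferase detection reagent, 12 min RT, luminescence. Inhibition = undesired.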
KB-V1 MDR tox: KB-V1 MDR subline cytotoxicity | KB-V1 MDR cells viability, CellTiter-Glo, 72 h | 400,000 tested, 3.4% active | Potency, µM (top dose mostly 46.1 µM), without a hit: at the top dose activity change, negative = cytotoxicity, most hits filed as cytotoxic | AID 1347076; further: potency means the concentration at half of the fitted maximal effect; on the % scale 0 is the no-effect control and ±100 the full control effect; nearly all actives have a fitted effect of over 60% in size
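Readout: CellTiter-Glo luminescence, 10 min after addition. Cells: KB-V1 MDR subline, 72 h at 37 degrees C with compound. Analysis: corrected, normalized data fitted to concentration-effect curves.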
DRD3 antagonist: antagonists of human D3 dopamine receptor. D3R cells, DiscoveRx beta-arrestin luminescence, antagonist mode; stronger effect = lower value. max response, negative = inhibition, %. 360,000 tested, 2.5% active; in the data active means max response below about -50%; inconclusive means no clear call, values can overlap the other calls; further: on the % scale 0 is the no-effect control and ±100 the full control effect; mostly tested at two doses, the higher about 12 µM
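Cells expressing the human receptor were seeded at 1500 cells/well, incubated overnight at 37 degrees C in 5% CO2, then exposed to library compounds with dopamine controls for 90 minutes at 37 degrees C before luminescent detection.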
aSyn rescue: inhibitors of alpha-synuclein toxicity in yeast; Yeast expressing alpha-synuclein, growth rescue, BacTiter-Glo, 24 h; Potency, µM (highest dose often 46.1 µM), for inactives: at the highest dose growth rescue (activation), actives largely listed as activators; 370,000 tested, 0.14% active; AID 652106; further: potency means the concentration at half of the fitted maximal effect; % of control where 0% means no effect; nearly all actives have a fitted effect of over 65% in size
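Screening used galactose-induced yeast with toxic alpha-synuclein levels, exposed to compound for 24 hr at 30 deg C. Cell growth, read with BacTiter-Glo luminescence, gave the measured signal.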
* = called active by the depositor; i = inactive; ? = inconclusive; . = not tested or not shown; [ ] = remark or other dose. Unless noted, the call rests on the fitted dose curve; in most records, active means well fitted curve in the direction sought with a large enough effect; inconclusive means small, poorly fitted or top-dose-only effect, or another doubt; inactive means no such curve, though single readings can be large; an effect the other way counts as inactive or inconclusive. Only part of the results is shown (hit frequency here may not be typical).

SMILES | GLP1R ag | PTHR1 agonist | D3 ag | GLP1R inv ag | TDP43 rescue | GLP1R cytotox | KB-V1 MDR tox | DRD3 antagonist | aSyn rescue
N#Cc1nc(-c2ccc(F)cc2)oc1NCCN1CCOCC1 | -4% | -49%[inhibitor] | -3 | 26% | -3% | 3% | ? | 23 | 2%
O=C(Nc1ccc2c(c1)OCO2)c1cc(C2CCCCN2C(=O)CCc2ccccc2)on1 (stereo not given) | 4% | -32%[inhibitor] | 9 | ? | 0% | -1% | ? | 0 | 24%
O=C(NCc1ccccn1)C1CC(c2ccccc2O)=NO1 (stereo not given) | ? | i | 6 | -24% | -7% | -24% | -1% | 8 | 0%
CCOC(=O)c1c(C)oc2ncnc(Nc3ccc(OCC)cc3)c12 | . | 8% | 3 | 4% | 12% | 2% | 10% | . | .
O=C(Nc1ccc(F)cc1)c1nc[nH]c1C(=O)O | -1% | -1% | -11 | 16% | 3% | 1% | -9% | -1 | 0%
Cc1cc(C)c(NC(=O)/C=C\C(=O)O)c(Cl)c1 | 1% | -6% | -1 | -6% | 13µM* | -1%[1.53 µM] | -8% | 7 | 2%
Cc1ccc(N2CCN(C(=O)NCc3noc4ccc(C)cc34)CC2)c(C)c1 | . | -63%[inhibitor] | 4 | ? | 20µM* | 1% | -2% | . | .
COc1ccc(C)cc1NC(=O)Nc1ccc(C(=O)N2CCCC2)cc1 | 6% | -37%[inhibitor] | -3 | 18% | -5% | -25% | -20% | 26 | -8%
CC(Sc1ccc(Cl)cc1)C(=O)NCc1ccc2c(c1)OCO2 (stereo not given) | 10% | -12%[57.5 µM] | 0 | ? | ? | 15% | -3% | 1 | 14%
O=C(c1ccc2c(c1)N(Cc1ccccc1)CCS2)N1CCOCC1 | -6% | -19% | 6 | ? | 6% | -4% | -8% | -5 | -10%
O=C1CC(c2ccccc2)c2cccc(F)c21 (stereo not given) | 12% | -8% | 0 | -19% | 25% | 2% | -8% | -2 | 0%
CCNc1ccc(C(=O)OCC)cc1NC(=O)c1cccc(S(=O)(=O)N2CCOCC2)c1 | -1% | i | 1 | -14% | -5% | -13% | ? | 13 | 10%
Cn1c(=O)c2c(nc(C(O)c3ccccc3)n2C)n(C)c1=O (stereo not given) | -2% | -40%[inhibitor] | 7 | 26% | 12% | -2% | ? | -2 | 0%
CN(C)S(=O)(=O)c1cccc(NC(=O)NCCCl)c1 | -2% | i | 1 | -23% | 6% | -23% | 22% | 22 | 0%
Cc1ccc(CN(Cc2ccco2)C(=O)c2oc3c(C)c(C)ccc3c2C)cc1 | . | i | 6 | ? | 29% | 15% | -2% | . | .
CN1C(=O)C(O)(c2nnc(-c3ccccc3)o2)c2ccccc21 (stereo not given) | 7% | -18% | -5 | 7% | -7% | -4% | -11% | -18 | -9%
Cc1ccc(NC(=O)CCN2C(=O)c3ccccc3Sc3ncccc32)c(Cl)c1 | . | -23% | -20 | -17% | 2% | -9% | . | . | .
COCCn1c(C)cc(O)c(C(c2ccccc2)N2CCN(C)CC2)c1=O (stereo not given) | . | i | -7 | 0% | -15% | 1% | -7% | . | .
CCOC(=O)CSC1=C(C#N)C(c2ccc(Cl)cc2)CC(=O)N1 (stereo not given) | -2% | -76%[inhibitor] | -4 | 8% | ? | -7% | -22% | -3 | 1%
Cc1noc(C)c1COc1ccccc1C(=O)N1CCN(S(=O)(=O)c2ccc(F)c(F)c2)CC1 | 3% | -21% | 0 | -2% | 4% | 4% | ? | -14 | -1%
Cc1ccc(OCCCC(=O)N2CCOCC2)cc1 | -7% | -10% | 4 | 7% | 10% | -6% | 12% | 1 | 0%
COc1ccccc1CNC(=O)Nc1cccs1 | -11% | i | 0 | -16% | 24% | -3% | 4% | -24 | -1%
COc1ccc(C(=O)N2CCC(C(=O)N3CCN(Cc4ccccc4)CC3)CC2)cc1 | -9% | -15% | 1 | 1% | 17% | 18% | . | -13 | -3%
COc1ccc(CN2CCN(c3cccc(C)c3C)CC2)cc1OC | 5% | i | -4 | 0% | -2% | -17% | 12% | 21 | .
Cc1sc2nc(SCC(=O)NCc3ccco3)n(CCc3ccccc3)c(=O)c2c1C | -2% | -2% | 14 | 37%[activator] | -4% | -23% | 0% | 17 | -4%
Cc1cnc(C)c(Nc2nc(C(N)c3ccccc3)cs2)n1 (stereo not given) | 9% | -1% | -1 | -9% | 20% | -3% | 0% | 16 | 0%
Cc1ccc(S(=O)(=O)N(C)C)cc1NC(=S)Nc1ccc2[nH]c(=O)[nH]c2c1 | 5% | i | -1 | 3% | -19% | 8% | 13% | -19 | -10%
Cc1nn(-c2ccc(N3CCCCC3)nn2)c(C)c1CCC(=O)NCc1ccc(Cl)cc1 | . | -88%[inhibitor] | -12 | 10% | -17% | 0% | . | . | .
Cc1csc(=O)n1CC(=O)OCC(=O)Nc1ccc(F)c(F)c1F | -6% | -23% | 3 | -2% | 10% | 2% | 1% | 0 | 2%
Cc1[nH]n(-c2ccccc2)c(=O)c1/C=N/NC(=O)C(C)C | -4% | -22% | -10 | 16% | 16% | -1% | -22% | 3 | -12%
N/C(=N\OC(=O)COc1ccccc1Cl)c1ccc(Cl)cc1 | 2% | i | 0 | ? | 9% | -1% | -1% | ? | -18%
COc1ccccc1NC(=O)CSc1nnc(CC(=O)Nc2ccccc2F)n1C | 6% | i | -1 | -15% | -12% | -6% | -17% | 11 | 1%
Cc1ccc(S(=O)(=O)N(CC(=O)N/N=C\c2cccs2)c2cccc3cccnc23)cc1 | -7% | -24% | -3 | -13% | 5% | -6% | ? | 5 | 4%
Cc1ccc(NS(=O)(=O)c2ccc(OCC(N)=O)cc2)cc1 | 0% | i | 2 | 8% | -3% | 10% | -2% | 0 | 1%
CCOc1ccc(-c2c(C(=O)N/N=C/c3ccco3)nnn2-c2nonc2N)cc1 | 0% | -38%[inhibitor] | -15 | 1% | 0% | -14% | -15% | 6 | -3%
COc1ccc(NC(=O)CSc2nc(C)cc(C)n2)c([N+](=O)[O-])c1 | 9% | i | 2 | 9% | -24% | 8% | ? | 6 | 9%
CC(C)(C)OC(=O)N1CCC(C(=O)Nc2ccc3c(c2)CCC3)CC1 | 0% | -53%[inhibitor] | -2 | ? | 0% | 1% | -3% | 0 | 9%
COc1ccc(-c2nc3ccccc3s2)cc1NC(=O)c1cc2ccccc2o1 | . | i | -17 | 3% | 0% | 1% | 8% | . | .
COc1ccc(NC(=O)COc2ccc(C)cc2)c([N+](=O)[O-])c1 | 20% | -16% | 2 | 34% | -22%[0.397 µM] | -1% | 2% | -11 | 0%
CCOC(=O)c1ccc(NC(=O)CCn2nnc3ccccc32)cc1 | -5% | -3% | 5 | 4% | -3% | -3% | -9% | 0 | 1%
Cc1cc(C)nc(SCC(=O)N/N=C/C=C/c2ccccc2)n1 | -2% | -18% | -5 | -12% | 8% | 4% | -1% | -3 | -2%
Cc1cc(-c2csc(Nc3ccccn3)n2)ccc1F | 0% | -50%[inhibitor] | -4 | ? | 4µM* | -5% | -29% | 4 | -25%
CCOC(=O)c1cc(-c2ccc(N3CCOCC3)cc2)nn1-c1ccccc1 | 8% | -45%[inhibitor] | -3 | ? | 12% | 20% | -20% | -19 | -3%
O=C(C1CCN(S(=O)(=O)c2ccc3ccccc3c2)CC1)N1CCN(c2ncccn2)CC1 | -6% | -8%[57.5 µM] | -2 | ? | 20µM* | -16% | -2% | 152 | 7%
Cc1cccc([C@@H]2[C@@H]3C(=O)N(Cc4ccccc4)C(=O)[C@@H]3[C@]3(Cc4ccc(Cl)cc4)C(=O)N(c4cccc(Cl)c4)C(=O)N23)c1 | 1% | -23% | 6 | -13% | ? | -37% | 21% | -24 | 2%
Cc1sc(-c2ccncc2)nc1OC(=O)c1ccccc1 | -12% | i | 1 | -1% | ? | 7% | -2% | 29 | 11%
CCNC(=O)NC(=O)CN(C)c1ccccc1 | 4% | 29% | 6 | -1% | 1% | 5% | -4% | 7 | -7%
COc1ccc(CC(=O)NNC(=O)COc2ccc(Cl)cc2C)cc1S(=O)(=O)N1CCOCC1 | -1% | -40%[inhibitor] | -4 | -26% | 0% | -2% | -2% | 0 | -3%
CCc1ccccc1N(CC(=O)N1CCN(c2ccc(F)cc2)CC1)S(C)(=O)=O | 0% | -21%[57.5 µM] | 0 | -21% | -16% | -7% | ? | -8 | 5%
CC1Nc2ncnc(N3CCN(c4ccccc4)CC3)c2N(Cc2ccccc2)C1=O (stereo not given) | -6% | i | -69 | -11% | 12% | 8% | -6% | -110* | -5%
CCOC(=O)c1cc(S(=O)(=O)N2CCN(Cc3ccccc3)CC2)cn1C | 8% | -22% | 1 | -5% | 21% | 0% | 7% | 17 | 2%
CCN(CCC#N)c1ccc(N2C(=O)CCCC2=O)cc1[N+](=O)[O-] | -3% | -2% | 9 | 2% | -3% | -19% | 0% | 3 | -3%
CC(C)c1onc(C(=O)NC2CCCC2)c1[N+](=O)[O-] | -8% | i | 0 | -1% | 9% | -34% | ? | -2 | 0%
COc1ccccc1N1CCN(c2ncc(C(=O)N3CCN(c4cccc(Cl)c4)CC3)c3ccccc23)CC1 | 6% | -3% | -3 | ? | -15% | 3% | -34% | -7 | 1%
N#CC(C(=O)OC1CCCCC1)c1nc2ccccc2nc1N1CCOCC1 (stereo not given) | -7% | -32% | -7 | 1% | -5% | 35%[activator] | -2% | -1 | -4%
COc1ccc(OC)c(C2C(C#N)=C(N)Oc3c2c(C)nn3-c2ccc(C)cc2)c1 (stereo not given) | -28% | i | -6 | -8% | -3% | 8% | 17% | ? | -3%
COc1ccc(CCNC(=O)c2ccc(Br)o2)cc1Br | 1% | -13% | -6 | 6% | ? | 1% | ? | 0 | -11%
CCC(=O)C1CCCN(C(=O)c2cccc(OC3CCN(S(C)(=O)=O)CC3)c2)C1 (stereo not given) | -5% | 15% | -6 | 16% | -3% | 3% | -7% | -11 | -5%
